Source: PubChem
AMA1-RON2 inh: inhibitors of Plasmodium falciparum AMA1-RON2 interaction; AlphaScreen AMA1-biotinylated RON2 peptide binding; Potency, µM (doses to about 58.2 µM), for inactives: at the highest dose activity change, negative = inhibition, most hits filed as inhibitors; actives 0.2% (n = 360,000);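 note: potency is the fitted concentration of half-maximal effect; 0% = vehicle wells and -100% = peptide control; nearly all actives have a fitted effect of over 45% in size; some results filed as inactive show a strong effect at the top dose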
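AMA1 (3D7) with his tag at 25 nM final met compounds first, then biotinylated RON2 peptide at 25 nM; detection used donor plus acceptor beads, 10 µg/mL apiece, read by AlphaScreen after 30 min at room temperature.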
HCMV inh: inhibitors of human cytomegalovirus; HFF cells, HCMV-luciferase reporter, 72 h; stronger effect = lower value; activity change, negative = inhibition, % at 57.5 µM; actives 4.5% (n = 410,000); in the data active = activity change below about -60%; inconclusive = no clear call, values can overlap the other calls; inactive = above about -39%
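HFF cells seeded 16 h at 37C, treated with compounds, infected with luciferase-reporter HCMV at MOI 1 PFU/cell; luciferase read at 72 h post infection, normalized to buffer-only and Salinomycin controls.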
FBPA Giardia inh: blocks Giardia fructose-bisphosphate aldolase activity. A8B2U2. actives 0.71% (n = 290,000). Potency, µM (doses to about 59.6 µM), inactives show top-dose activity, negative = inhibition, actives largely listed as inhibitors. purified Giardia FBPA; note: potency is the fitted concentration of half-maximal effect; nearly all actives have a fitted effect of over 55% in size
Target sequence (A8B2U2 whole entry, looked up): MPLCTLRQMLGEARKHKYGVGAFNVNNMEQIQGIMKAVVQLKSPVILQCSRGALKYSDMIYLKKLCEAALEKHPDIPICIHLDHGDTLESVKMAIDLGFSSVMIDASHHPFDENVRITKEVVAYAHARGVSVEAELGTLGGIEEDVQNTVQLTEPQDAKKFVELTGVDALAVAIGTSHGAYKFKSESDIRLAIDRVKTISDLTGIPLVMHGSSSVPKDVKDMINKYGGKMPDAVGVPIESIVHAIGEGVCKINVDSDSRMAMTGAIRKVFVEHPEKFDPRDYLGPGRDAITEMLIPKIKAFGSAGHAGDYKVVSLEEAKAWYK
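Giardia FBPA (40 nM reagent) was preincubated 10 min at RT with compound (up to 57.5 uM final), then substrate plus GAPDH/TPI/NAD/arsenate coupling system with diaphorase/resazurin was added; resorufin fluorescence (525/598 nm) was read after 20 min.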
Sm TGR block: blocks Schistosoma mansoni thioredoxin glutathione reductase | Q962Y6 | purified TGR, DTNB reduction, TNB absorbance 405 nm | Potency, µM (highest dose often 114 µM), for inactives: top-dose activity change, negative = inhibition, usual class: inhibitors | actives 3% (n = 360,000) | AID 485364; note: potency is the fitted concentration of half-maximal effect; nearly all actives have a fitted effect of over 60% in size
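Kinetic colorimetric format: TGR-catalysed, NADPH-driven DTNB reduction monitored via TNB absorbance. Enzyme dispensed at 20 nM; compound exposure 15 min at room temperature before reaction start.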
HCV inhibitor: inhibitors of hepatitis C virus infection | AID 651820 | Potency, µM (doses to about 41.8 µM), for the others: at the highest dose activity change, negative = inhibition, hits mostly inhibitors | Huh7.5.1 HCVcc-Cre infection, luciferase reporter, 44 h | actives 3.4% (n = 340,000); note: potency is the fitted concentration of half-maximal effect
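Luciferase read-out (15 sec integration) after a 15 min room-temperature substrate step quantifies HCVcc-Cre infection. Cells, 1,000 per well, had compound added 4 h post-plating, then virus at ~0.5 moi, and were cultured 44 h.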
AmpC detergent: inhibitors of E. coli AmpC beta-lactamase with detergent; Potency, µM (highest dose often 114 µM), without a hit: top-dose activity change, negative = inhibition, hits mostly inhibitors; actives 0.041% (n = 370,000); AID 485294; AmpC hydrolysis of nitrocefin, absorbance 480 nm, 0.01% Triton; P00811;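 note: potency is the fitted concentration of half-maximal effect; 0% = no-compound wells and -100% = no-enzyme wells; nearly all actives have a fitted effect of over 25% in size; some results filed as inactive show a strong effect at the top dose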
Target sequence (P00811 whole entry, looked up): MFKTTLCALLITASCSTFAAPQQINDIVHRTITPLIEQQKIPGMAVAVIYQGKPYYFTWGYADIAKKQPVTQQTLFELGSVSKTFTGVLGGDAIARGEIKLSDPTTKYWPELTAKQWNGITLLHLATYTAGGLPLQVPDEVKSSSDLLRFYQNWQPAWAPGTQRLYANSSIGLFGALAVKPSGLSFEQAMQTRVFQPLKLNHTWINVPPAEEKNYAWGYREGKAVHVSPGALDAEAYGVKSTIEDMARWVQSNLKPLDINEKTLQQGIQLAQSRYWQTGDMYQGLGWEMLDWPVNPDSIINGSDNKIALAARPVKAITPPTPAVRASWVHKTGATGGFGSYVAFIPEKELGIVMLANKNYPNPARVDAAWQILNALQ
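AmpC (5.3 nM in the dispensed reagent) in 20 mM phosphate pH 7.0 with 0.01% (detergent screen) or 0.0001% Triton X-100 was preincubated with compounds for 15 min at room temperature. Nitrocefin was then added from an 800 uM solution, and hydrolysis was followed at 480 nm.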
Starred values were filed as active, the others as inactive; ? = inconclusive; nt = not tested or not shown; [ ] = dose if it differs, or a comment. Unless noted, calls come from the whole dose curve; as a rule, active = well fitted curve in the direction sought with a large enough effect; inconclusive = small, poorly fitted or top-dose-only effect, or another doubt; inactive = no such curve, though single readings can be large; an effect the other way counts as inactive or inconclusive. Unless noted, % is set by controls: 0 for no effect and ±100 for the full control effect.

The opening 17 entries, to show the layout:
Every second line gives: AMA1-RON2 inh, HCMV inh, Sm TGR block, FBPA Giardia inh, AmpC detergent, HCV inhibitor
- Cc1ccc(/C=C/C(=O)Nc2cccc(S(=O)(=O)N3CCOCC3)c2)o1
→ -12%, 4, 11µM*, -18%, 5%, -7%
- CCc1ccc(NC(=O)CCc2nc3ccccc3[nH]2)cc1
→ -5%, -24, -2%, 3%, 0%, -8%
- CCCCN(C)C(=O)c1ccc2c(c1)N(Cc1ccc(F)cc1)C(=O)c1ccccc1S2(=O)=O
→ nt, -23, -15%, nt, 0%, nt
- COc1ccc(CNC(=O)c2cc3cccc(O)c3oc2=N)cc1
→ 0%, -17, -1%, -1%, 1%, 11%
- Cn1c(SCC(=O)N2CC(=O)Nc3ccccc32)nnc1C(F)(F)F
→ 26%, -9, -6%, nt, -17%, 9%
- COc1cccc(/C=N/Nc2ncccc2[N+](=O)[O-])c1OC
→ 30%, 66, -3%, -3%, -1%, -10%
- CCc1cc(C(=O)N(CCCOC)c2c(N)n(Cc3ccccc3)c(=O)[nH]c2=O)sc1C
→ -3%, -24, -4%, nt, -1%, ?
- COc1ccc(N2CCN(C(=O)C34CCC(C)(C(=O)C3)C4(C)C)CC2)cc1 (configuration not stated)
→ 2%, -31, -28%, 6%, ?, 7%
- O=C(COC(=O)c1ccc(F)cc1)NCc1ccc(F)cc1
→ -8%, 31, 3%, nt, ?, 13%
- Cc1ccc(CCC(=O)Nc2ccccc2C(=O)O)o1
→ -10%, ?, -1%, nt, 2%, -1%
- C[n+]1c(-c2ccccc2)sc2ccccc21
→ -5%, -22, ?, -4%, ?, -17%
- CCOC(=O)c1c(C)oc2nc(C)nc(NCc3ccc(Cl)cc3)c12
→ nt, -8, 4%, nt, 21%, nt
- Cc1cccc(N2CC(C(=O)O)CC2=O)c1C (configuration not stated)
→ 14%, 64, 7%, -2%, 3%, 36%[activator]
- Cc1cccc(N2Cc3ccc(Br)cc3C2)c1
→ 14%, 27, nt, nt, nt, -1%
- CCOC(=O)Cn1c(-c2cccnc2)nc(-c2ccccc2)c1-c1ccccc1
→ -20%, ?, -4%, 18%, -8%, -18%
- O=C(Nc1ccccc1)C1=C[C@H](C2CCCCC2)C[C@H](OCCCCO)O1
→ 13%, -76*, nt, nt, nt, 3%
- CN(C(=O)CSC1=Nc2ccccc2C2=NC(c3ccccc3)C(=O)N12)C1CCCCC1 (configuration not stated)
→ 4%, -14, ?, 5%, -1%, -13%

The list itself (from the top)
Every second line gives: AMA1-RON2 inh, HCMV inh, Sm TGR block, FBPA Giardia inh, AmpC detergent, HCV inhibitor
- Cc1ccc(/C=C/C(=O)Nc2cccc(S(=O)(=O)N3CCOCC3)c2)o1
→ -12%, 4, 11µM*, -18%, 5%, -7%
- CCc1ccc(NC(=O)CCc2nc3ccccc3[nH]2)cc1
→ -5%, -24, -2%, 3%, 0%, -8%
- CCCCN(C)C(=O)c1ccc2c(c1)N(Cc1ccc(F)cc1)C(=O)c1ccccc1S2(=O)=O
→ nt, -23, -15%, nt, 0%, nt
- COc1ccc(CNC(=O)c2cc3cccc(O)c3oc2=N)cc1
→ 0%, -17, -1%, -1%, 1%, 11%
- Cn1c(SCC(=O)N2CC(=O)Nc3ccccc32)nnc1C(F)(F)F
→ 26%, -9, -6%, nt, -17%, 9%
- COc1cccc(/C=N/Nc2ncccc2[N+](=O)[O-])c1OC
→ 30%, 66, -3%, -3%, -1%, -10%
- CCc1cc(C(=O)N(CCCOC)c2c(N)n(Cc3ccccc3)c(=O)[nH]c2=O)sc1C
→ -3%, -24, -4%, nt, -1%, ?
- COc1ccc(N2CCN(C(=O)C34CCC(C)(C(=O)C3)C4(C)C)CC2)cc1 (configuration not stated)
→ 2%, -31, -28%, 6%, ?, 7%
- O=C(COC(=O)c1ccc(F)cc1)NCc1ccc(F)cc1
→ -8%, 31, 3%, nt, ?, 13%
- Cc1ccc(CCC(=O)Nc2ccccc2C(=O)O)o1
→ -10%, ?, -1%, nt, 2%, -1%
- C[n+]1c(-c2ccccc2)sc2ccccc21
→ -5%, -22, ?, -4%, ?, -17%
- CCOC(=O)c1c(C)oc2nc(C)nc(NCc3ccc(Cl)cc3)c12
→ nt, -8, 4%, nt, 21%, nt
- Cc1cccc(N2CC(C(=O)O)CC2=O)c1C (configuration not stated)
→ 14%, 64, 7%, -2%, 3%, 36%[activator]
- Cc1cccc(N2Cc3ccc(Br)cc3C2)c1
→ 14%, 27, nt, nt, nt, -1%
- CCOC(=O)Cn1c(-c2cccnc2)nc(-c2ccccc2)c1-c1ccccc1
→ -20%, ?, -4%, 18%, -8%, -18%
- O=C(Nc1ccccc1)C1=C[C@H](C2CCCCC2)C[C@H](OCCCCO)O1
→ 13%, -76*, nt, nt, nt, 3%
- CN(C(=O)CSC1=Nc2ccccc2C2=NC(c3ccccc3)C(=O)N12)C1CCCCC1 (configuration not stated)
→ 4%, -14, ?, 5%, -1%, -13%
- CCCN1CCCC[C@H]1C(=O)Nc1c(C)cccc1C
→ 10%, -37, nt, nt, nt, 3%
- O=C(Cn1c(=O)c2ccccc2n(CC(=O)Nc2ccc(F)cc2F)c1=O)NCCc1ccccc1
→ nt, 37, -13%, nt, 6%, nt
- CCOc1ccc(Br)cc1S(=O)(=O)NC(=O)c1ccccc1
→ -1%, -19, 0%[57.1 µM], 9%, -1%, 7%
- O=S(=O)(NCCCO)c1ccc2c(c1)Cc1cc(S(=O)(=O)NCCCO)ccc1-2
→ -4%, 1, 23%, 16%, 2%, -28%
- CC(=O)Nc1nnc(COc2ccc(Cl)cc2)s1
→ 1%, 89, 0%, -3%, 1%, -4%
- O=S(=O)(c1ccc(F)cc1)N1CCN(S(=O)(=O)c2cc(F)ccc2F)CC1
→ -2%, 17, -35%, 9%, ?, 33%[activator]
- Cc1c(C(=O)Nc2ccc(-c3nnc4n3CCCCC4)cc2)oc2ccc(Br)cc12
→ -10%, ?, -7%, -4%, -7%, 11µM*
- CNC(=O)C1CCC(Cn2c(=O)c3sccc3n(CC(=O)NCc3ccc(OC)cc3)c2=O)CC1 (configuration not stated)
→ nt, 19, 7%, nt, 11%, nt
- Cc1cc(N/N=C/c2cccc(Br)c2)nc2ccccc12
→ 8%, 4, -9%, -3%, ?, 0%
- CCOc1ccc2c(c1)C(c1ccccc1)=NNC(c1ccccc1)=N2
→ -24%, -12, -15%, -7%, -8%, -1%
- Nc1ccc2nn(-c3cc([N+](=O)[O-])ccc3O)nc2c1
→ 18%, 0, 6%, 1%, 3%, 6%
- COc1ccc([N+](=O)[O-])cc1NC(=S)Nc1ccccc1
→ 0%, 44, 28µM*, -8%, 4%, 4%
- O=C(CN1C(=O)NC(c2ccccc2)(c2ccccc2)C1=O)N1CCN(c2ccc(F)cc2)CC1
→ -11%, -15, 1%, nt, -2%, ?
- CCOC(=O)c1c(C)c(C(=O)N2CCN(c3cccc(Cl)c3)CC2)c(C)n1C
→ -22%, 23, 9%, 3%, -2%, ?
- Cc1nn(-c2ccccc2)c(Cl)c1C(=O)NC1CCCCC1
→ -17%, 9, -2%, 1%, 3%, 0%
- Cc1ccc(OCCNCC(O)COc2ccccc2)cc1 (configuration not stated)
→ -29%, -37, 4%, ?, -15%, 10%
- COc1cc(C)ccc1OCCCCOc1ccccc1C(C)=O
→ 6%, ?, -6%, -3%, -12%, ?
- CCN1CCN(S(=O)(=O)c2cc3c(cc2Cl)NC(=O)CO3)CC1
→ -2%, 17, 22%, -5%, ?, -4%
- COc1ccc(Cl)cc1N(CC(=O)NC1CC2CCC1C2)S(=O)(=O)c1ccccc1 (configuration not stated)
→ -4%, -17, 0%, nt, 0%, -1%
- CS(=O)(=O)N1CCN(c2ccccc2NC(=O)c2ccc(-c3ccc(Br)cc3)o2)CC1
→ -9%, 0, 33%, 3%, 1%, 6.3µM*
- Cc1ccc(-c2cc(C(F)(F)F)n3ncc(-c4ccccc4)c3n2)cc1
→ nt, 2, 1%, nt, 7%, nt
- COC(=O)c1ccc(Cn2cc(Cl)cn2)o1
→ -9%, 4, ?, 4%, -3%, 7%
- COc1ccc(C(=O)NCC(c2cccs2)N2CCc3ccccc32)cc1OC (configuration not stated)
→ ?, -23, 0%, nt, ?, ?
- COc1ccccc1NS(=O)(=O)c1ccc(O)c(C(=O)OCC(=O)Nc2ccccc2F)c1
→ 12%, -26, 13%, 2%, -1%, 22%
- CCCCC(NC(C)=O)c1nc2ccccc2n1CCCC (configuration not stated)
→ -6%, -5, -13%, 2%, 1%, 21%
- CC(=O)c1c(C)nn(-c2ccccc2)c1C
→ -3%, -20, 20%, -1%, 6%, 2%
- COc1ccc(-c2nnc(SCc3nnc(-c4ccccc4)o3)n2C)cc1OC
→ -3%, 31, 0%, 1%, ?, -5%
- COc1cc(C(=O)NC(=S)Nc2ccc(Cl)cn2)cc(OC)c1OC
→ 9%, 0, -7%, 10µM*, 1%, -19%
- COc1cc(OC)c(OC)cc1/C=C1/C(=O)N=C(N)N1C
→ 9%, -19, 2%, -8%, -2%, 10%
- CCOCc1nnc(NC(=O)CSc2ccc(C)cc2)s1
→ -2%, 25, 5%, -3%, -15%, 16%
- CCOc1ccccc1C(=O)Oc1c(Sc2ccccc2)c(C)nn1C(C)(C)C
→ nt, 19, 0%, nt, -4%, nt
- Cc1ccc(N2CC(C(=O)Nc3nc4ccc(S(C)(=O)=O)cc4s3)CC2=O)cc1C (configuration not stated)
→ 3%, 0, 0%, 4%, -14%, ?
- Cc1ccc(C(=O)Nc2nncs2)cc1S(=O)(=O)N1CCOCC1
→ 27%, -1, -1%, 7%, 1%, 7%
- CCOc1cc(C(=S)N2CCOCC2)cc(Br)c1OS(=O)(=O)c1ccccc1
→ -9%, -37, -10%, 5%, -18%, -29%
- O=C(CCc1nnc(CCc2ccccc2)o1)N1CCCCC1CCn1cccn1 (configuration not stated)
→ 5%, -19, 1%[57.1 µM], -7%, -9%, 3%
- Cc1c(CC(=O)O)c(=O)oc2cc(OCc3ccc(F)cc3F)ccc12
→ -9%, -1, 0%, 4%, -12%, 18%
- CCN(Cc1ccccc1)S(=O)(=O)c1ccc2c(c1)NC(=O)CS2
→ -3%, ?, 11%, nt, 0%, 6%
- COC(=O)c1cccc(/C=N/NC(N)=S)c1O
→ -1%, ?, 3%, -1%, 2%, -30%
- O=C(NCCCn1ccnc1)/C(=C/c1cccnc1)NC(=O)c1ccco1
→ -19%, 19, 13%, -1%, 6%, -8%
- COc1ccc(CCNC(=O)c2c(O)c3ccccc3[nH]c2=O)cc1OC
→ 45%[activator], -8, -13%, -9%, 3%, -25%
- O=C(NC1CCS(=O)(=O)C1)c1ccccc1C(=O)c1ccccc1 (configuration not stated)
→ -1%, 9, 20%, 6%, 2%, 14%
- Cn1c(N2CCN(c3ccccn3)CC2)nc2c1c(=O)n(Cc1ccc(Cl)cc1)c(=O)n2C
→ 6%, -84*, -10%, -2%, ?, 15%
- Cc1ccc(S(=O)(=O)Nc2ccc(C(=O)NCCCn3ccnc3)cc2)cc1[N+](=O)[O-]
→ -12%, 2, 4%, nt, -11%, 1%
